VIM-2 inhibitor = inhibitors of Pseudomonas aeruginosa VIM-2 metallo-beta-lactamase; purified VIM-2, nitrocefin hydrolysis, epi-absorbance fluorescence; inhibition, % at 5.6 µM; actives 0.89% (n = 290,000); AID 1527;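 active means inhibition above the mean of all tested compounds plus 3 SD, cutoff set per screening run, cut at about 7.5% in these data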;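 further: red hydrolysis product quenches plate fluorescence so inhibitors raise well fluorescence; 0% = enzyme with DMSO and 100% = DMSO without enzyme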
M18AAP inhibitor = PfM18AAP enzyme inhibition; recombinant PfM18AAP, H-Glu-NHMec fluorogenic cleavage; inhibition, % at 7.35 µM; actives 1.2% (n = 290,000); AID 1822;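 active means inhibition above the campaign mean inhibition over all tested compounds plus 3 SD, cut at about 28% in these data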;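 further: 0% = plate median of test compound wells and 100% = 2 mM ZnCl2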
MEKK2 mut-MEK5 = signal of MEK5 binding to mutant human MEKK2 PB1 domain | percent response, % at 10 µM | actives 0.35% (n = 290,000) | AID 1530 | bead flow cytometry, Alexa488-MEK5 binding to MEKK2 mutant; in the data active means percent response above about 24%, passing the limit was not always enough; further: inactives centre near 1; some results filed as inactive read as strong as hits
IMP-1 inhibitor = blocks Pseudomonas aeruginosa IMP-1 metallo-beta-lactamase; actives 0.45% (n = 290,000); AID 1556; purified IMP-1, nitrocefin hydrolysis, epi-absorbance fluorescence; inhibition, % at 5.6 µM;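 active means inhibition above the mean plus 3 SD of all compounds in the same screening run, cut at about 4.5% in these data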;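 further: 0% = IMP-1 with DMSO and 100% = DMSO wells lacking enzyme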
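System: Purified IMP-1 | Read-out basis: Percent enzyme inhibition | Controls: IMP-1 with DMSO as 0%, enzyme-free DMSO as 100% | Replicates: One well per compound | Doses: 5.6 µM nominal single concentration | Detection: Epi-absorbance fluorescence, 480 nm excitation, 530 nm emission | Incubation: 25 °C, 15 min preincubation, 25 min reaction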
HCV NS3 hel inh = blocks Hepatitis C virus NS3 helicase unwinding | NS3 helicase DNA unwinding, Cy5 molecular beacon fluorescence | inhibition, % at 10.9 µM | AID 1800 | actives 0.56% (n = 290,000);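 active means inhibition above the mean of all tested compounds plus 3 SD, set per campaign, cut at about 35% in these data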;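 further: 0% = DMSO wells and 100% = thioflavine S control wells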
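assay system = NS3 helicase fragment of HCV | buffer or medium = MOPS pH 6.5, MgCl2, DTT, Tween20, BSA | timing = 60 min unwinding reaction at 25 °C after ATP addition | signal = Cy5 beacon fluorescence read at start and 1 h | read-out basis = % inhibition of unwinding | control set = low DMSO, high thioflavine S at 110 µM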
SUMO HTRF inh = blocks human SUMOylation mediated by UBC9 | P63279 | HTRF SUMOylation assay, SAE1/SAE2 + UBC9, in vitro | inhibition, % at 35 µM | actives 0.36% (n = 290,000); in the data active means inhibition above about 50%, passing the limit was not always enough; further: strong numbers were not always called active
Target sequence (P63279 whole entry, looked up): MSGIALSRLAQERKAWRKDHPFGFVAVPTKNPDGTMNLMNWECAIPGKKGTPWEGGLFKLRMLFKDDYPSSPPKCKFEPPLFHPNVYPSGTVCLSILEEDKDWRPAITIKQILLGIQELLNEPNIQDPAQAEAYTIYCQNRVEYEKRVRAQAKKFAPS
FID counter = counter-screen for HCV NS3 helicase inhibitors: DNA intercalator displacement; AID 1845; DNA fluorescent intercalator displacement, fluorescence; actives 0.17% (n = 290,000); inhibition, % at 7.9 µM; in the data active means inhibition above about 37%;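 further: 0% = vehicle and 100% = reference compound; higher means more ethidium bromide displaced from hairpin DNA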
MEKK2wt PB1 HTS = raises or lowers MEK5 binding to wildtype human MEKK2 PB1 domain; AID 1531; bead flow cytometry, Alexa488-MEK5 binding to MEKK2 WT; actives lie on both sides; actives 1.1% (n = 290,000); Q9Y2U5; binding response (% of control), % at 10 µM; in the data active means binding response below about 67% or above about 130%
NALP1 yeast inh = NALP1 inhibition; AID 2071; inhibition, % at 10 µM; S. cerevisiae NALP1/ASC/caspase-1 growth, X-gal OD620, 72 h; actives 0.61% (n = 280,000); in the data active means inhibition mostly above about 24%, no sharp cut-off; inactive means mostly below about 32%; further: some compounds called inactive have numbers as strong as hits
The depositor's hits bear a star; . = no result given.

Structure	VIM-2 inhibitor	M18AAP inhibitor	MEKK2 mut-MEK5	IMP-1 inhibitor	HCV NS3 hel inh	SUMO HTRF inh	FID counter	MEKK2wt PB1 HTS	NALP1 yeast inh
CCN(CC)CCNC(=O)c1ccc(Sc2ccc(C)cc2)c(NC(C)=O)c1	-1.0	1	5	-2.0	-4	5	6	109	-17
OCc1ccc(O)c2ncccc12	-1.9	5	1	-2.8	-4	-51	1	102	8
O=C(NNC(=S)NC(=O)c1sc2ccccc2c1Cl)c1ccc(Cl)cc1	-4.8	2	-6	0.3	28	-22	-10	85	26
C[C@@H](C(=O)OCC(=O)Nc1cc(S(=O)(=O)N2CCOCC2)ccc1Cl)N1C(=O)C2CCCCC2C1=O (stereo partly drawn)	-0.6	1	-1	-3.5	-15	7	-42	106	36
O=C(Nc1ccc(OC(F)(F)F)cc1)C1CCCN(S(=O)(=O)c2cnc[nH]2)C1 (stereo not drawn)	-0.4	1	-1	-1.1	3	1	-11	99	19
C=CCN1CN(CCc2ccccc2)CNC1=S	0.9	2	5	-2.8	-6	3	-2	104	-1
COCCCNC(=O)CC(NS(=O)(=O)c1ccc(F)cc1)c1ccc(OC)cc1 (stereo not drawn)	-1.2	3	4	-0.7	1	5	-6	102	7
CC(NC(=O)c1ccco1)c1nc(-c2ccc(C(C)(C)C)cc2)no1 (stereo not drawn)	-3.7	3	7	-3.2	-8	-7	-24	110	2
COc1cccc(/C=C/C(=O)Nc2ccc3c(c2)OCCO3)c1	-2.1	-3	-4	-2.5	17	9	-14	98	-4
COc1ccc(CNC(=O)C(C)OC(=O)C23CC4CC(CC(O)(C4)C2)C3)cc1 (stereo not drawn)	-7.8	-3	-2	-2.9	8	25	-14	97	-1
Cc1cc(OCC(=O)N(Cc2ccco2)C2CCS(=O)(=O)C2)ccc1Cl (stereo not drawn)	-2.2	-3	8	-1.4	7	16	-26	104	25
CC(=O)Nc1cccc(CNCc2cccc(NC(C)=O)c2)c1	1.0	3	-5	0.1	0	0	4	97	10

Record cards, from the list above. Values in the order: VIM-2 inhibitor | M18AAP inhibitor | MEKK2 mut-MEK5 | IMP-1 inhibitor | HCV NS3 hel inh | SUMO HTRF inh | FID counter | MEKK2wt PB1 HTS | NALP1 yeast inh
COc1cccc(/C=C/C(=O)Nc2ccc3c(c2)OCCO3)c1 across the screens: -2.1 | -3 | -4 | -2.5 | 17 | 9 | -14 | 98 | -4
CC(NC(=O)c1ccco1)c1nc(-c2ccc(C(C)(C)C)cc2)no1 (stereo not drawn) across the screens: -3.7 | 3 | 7 | -3.2 | -8 | -7 | -24 | 110 | 2
C[C@@H](C(=O)OCC(=O)Nc1cc(S(=O)(=O)N2CCOCC2)ccc1Cl)N1C(=O)C2CCCCC2C1=O (stereo partly drawn) across the screens: -0.6 | 1 | -1 | -3.5 | -15 | 7 | -42 | 106 | 36

The list goes on.
Structure	VIM-2 inhibitor	M18AAP inhibitor	MEKK2 mut-MEK5	IMP-1 inhibitor	HCV NS3 hel inh	SUMO HTRF inh	FID counter	MEKK2wt PB1 HTS	NALP1 yeast inh
Cc1ccc(-c2cc(NC(=O)c3ccccc3)on2)cc1	-2.2	-7	3	-0.5	-26	12	-6	104	25
COc1ccccc1CN1CCNC(=O)C1CC(=O)NCCC1=CCCCC1 (stereo not drawn)	-2.4	6	14	-2.7	-2	0	-25	130	16
Cc1cccc(N2CCN(S(=O)(=O)c3ccc4c(c3)NC(=O)CS4)CC2)c1C	-2.1	1	5	-4.0	24	-8	-31	98	16
CCc1ccccc1N1CC23C=CC(O2)C(C(=O)OC)C3C1=O (stereo not drawn)	1.4	3	1	-1.4	3	8	0	104	18
Cc1nn(C)cc1NC(=O)c1cc2nc(-c3ccco3)cc(C(F)(F)F)n2n1	0.4	-3	1	-5.0	3	18	-13	99	9
COc1cc(SC)ccc1C(=O)Nc1c(C)cccc1C	-3.0	5	-2	-4.0	-5	11	-27	96	0
CCCNC(=S)Nc1ccc(Cl)cc1Cl	-3.0	7	-1	-5.8	-2	-3	-2	102	33
CCOC(=O)Cc1csc(NS(=O)(=O)c2ccc(Br)cc2)n1	0.6	-12	-1	0.1	1	12	-27	94	-3
CC1(C)OC(=O)C(=NNc2ccccc2[N+](=O)[O-])C(=O)O1	-3.9	4	2	-3.0	1	14	7	105	-10
O=C(c1ccc(Cl)c(S(=O)(=O)N2CCc3ccccc3C2)c1)N1CCN(c2ccccc2)CC1	-2.3	-7	21	-5.2	-14	-1	-25	104	11
CCC(=O)Nc1cccc(NC(=O)c2ccc3c(c2)OCCO3)c1	.	.	6	.	.	-4	.	103	14
O=C(NCc1cccs1)c1cc2c(s1)CS(=O)(=O)C2	0.0	-4	2	-1.6	3	10	2	94	3
CCn1c(SCC(=O)c2ccc(C)cc2)nnc1-c1ccncc1	-4.9	-9	7	-2.8	-1	-19	-18	107	25
Cc1ccc(NC(=S)/N=C(\N)Nc2nc(C)c3cc(C)ccc3n2)c(C)c1	0.3	1	3	-3.4	-12	-16	-2	104	1
COc1ccc(C(=O)Nc2ccc(Cl)cc2C(=O)NCCO)cc1	-1.9	-2	-1	0.2	-4	13	-3	99	9
CC(=O)Nc1cccc(-c2nnc(SCC(=O)N3CCCCC3)n2C)c1	-6.0	0	-1	-3.5	1	-26	-5	97	31
Cc1ccc(-c2nc(CN(Cc3cnn(C)c3)C(C)C)c(C)o2)o1	-0.4	-11	-3	-0.7	15	4	-3	98	-8
COCc1nnc(NC(=O)COc2ccc3c(c2)OCO3)s1	3.4	11	2	0.0	-6	21	-5	102	16
N=C1C(c2ccccc2)=C(O)CN1c1ccccc1	-2.8	4	2	-2.3	-9	-7	-3	104	-4
COc1ccc(-c2noc(CCN3C(=O)c4ccccc4C3=O)n2)cc1OC	-0.1	0	-6	-0.2	-4	7	-4	90	.
COc1ccc(-c2nn(-c3ccccc3)cc2CN2CCCO2)c(F)c1	-3.0	2	7	-2.5	-16	8	-21	107	6
Cc1ccc(S(=O)(=O)N2CCC(C(=O)N[C@@H](C)C(=O)NCC3CCCO3)CC2)cc1 (stereo partly drawn)	1.5	-1	-1	-1.6	-6	-5	-5	97	19
CCc1cc(=O)oc2cc(C)cc(OCC(=O)NCCCN3CCOCC3)c12	14*	3	-6	-0.8	4	30	9	96	30
N#Cc1ccccc1NC(=O)CSC1=Nc2ccccc2C2CC=NN12 (stereo not drawn)	0.2	5	-2	-1.8	0	3	-29	99	22
Cc1ccc2c(=O)c(C(=O)c3ccc(F)cc3)cn(CC(=O)NCc3ccco3)c2n1	-0.4	18	-3	0.8	14	23	-19	97	14
Cc1cccc(/N=C/c2nc(-c3ccccc3Br)oc2O)n1	-0.9	-3	-2	-3.4	3	18	-11	101	21
CC(=O)Nc1ccc(OCC(=O)c2cc(C)ccc2C)cc1	-3.4	-2	-2	-1.7	0	-11	-14	94	11
Cc1ccc(C(=O)CNc2ccccc2)cc1	-0.6	14	0	-1.8	-4	-8	-1	103	0
CC1CN(c2nc(-c3ccccc3)nnc2-c2ccccc2)CC(C)O1 (stereo not drawn)	2.1	-2	4	-2.4	11	15	-36	103	-14
COc1ccc(N2C(=O)C3CCCN3C2c2ccc(C)o2)cc1 (stereo not drawn)	1.2	-6	1	0.3	-6	17	1	100	14
CCOc1ccc(C(=O)Nc2ccccc2C(=O)O)cc1	0.4	-3	-3	-2.7	-1	-6	-10	97	10
Cc1ccc(Nc2nc(-c3cccnc3)cs2)cc1Cl	-0.3	3	5	-1.7	0	11	-6	107	1
NC(=O)N1OCC2COc3ccc4ccccc4c3C21 (stereo not drawn)	-3.9	-10	11	-2.5	-3	20	0	106	-4
COCCNC(=O)CS(=O)Cc1nc(-c2ccccc2C)oc1C (stereo not drawn)	-2.7	-11	6	0.6	-2	-16	-7	116	-11

Gathered by group, those above with a CF3 group
Structure	VIM-2 inhibitor	M18AAP inhibitor	MEKK2 mut-MEK5	IMP-1 inhibitor	HCV NS3 hel inh	SUMO HTRF inh	FID counter	MEKK2wt PB1 HTS	NALP1 yeast inh
O=C(Nc1ccc(OC(F)(F)F)cc1)C1CCCN(S(=O)(=O)c2cnc[nH]2)C1 (stereo not drawn)	-0.4	1	-1	-1.1	3	1	-11	99	19
Cc1nn(C)cc1NC(=O)c1cc2nc(-c3ccco3)cc(C(F)(F)F)n2n1	0.4	-3	1	-5.0	3	18	-13	99	9

An excerpt from above, showing only NALP1 yeast inh and IMP-1 inhibitor:
Molecule,NALP1 yeast inh,IMP-1 inhibitor
CC(=O)Nc1ccc(OCC(=O)c2cc(C)ccc2C)cc1,11,-1.7
Cc1nn(C)cc1NC(=O)c1cc2nc(-c3ccco3)cc(C(F)(F)F)n2n1,9,-5.0
COc1ccc(N2C(=O)C3CCCN3C2c2ccc(C)o2)cc1 (stereo not drawn),14,0.3
Cc1cc(OCC(=O)N(Cc2ccco2)C2CCS(=O)(=O)C2)ccc1Cl (stereo not drawn),25,-1.4
CCC(=O)Nc1cccc(NC(=O)c2ccc3c(c2)OCCO3)c1,14,.
N=C1C(c2ccccc2)=C(O)CN1c1ccccc1,-4,-2.3
